From PubChem
BioA inh = inhibitors of Mycobacterium tuberculosis BioA enzyme | purified M. tuberculosis BioA enzyme, plate reader | inhibition, % at 9.99 µM | 360,000 tested, 0.096% active; in the data active = inhibition above about 40%
Active calls of the source: *; & = joins results of further samples. Only part of the results is shown, so the mix of outcomes need not match the whole.

COc1ccc(S(=O)(=O)N(C)C[C@@H]2OCCCC[C@@H](C)Oc3ccc(NC(=O)Nc4c(C)noc4C)cc3C(=O)N([C@@H](C)CO)C[C@@H]2C)cc1
  BioA inh = 2.6

C[C@@H]1CCCCO[C@H](CN(C)S(=O)(=O)c2ccc(Cl)cc2)[C@H](C)CN([C@H](C)CO)C(=O)c2cc(NC(=O)CCC(F)(F)F)ccc2O1
  BioA inh = -0.7

C[C@H](CO)N1C[C@H](C)[C@H](CN(C)CC2CC2)Oc2c(NC(=O)C3CC3)cccc2C1=O
  BioA inh = -2.8

O=C(C[C@@H]1C[C@@H]2c3cc(NC(=O)Nc4ccccc4F)ccc3O[C@@H]2[C@H](CO)O1)NCC1CC1
  BioA inh = 2.3

Cc1ccc(S(=O)(=O)N[C@H]2CC[C@H](CCNC(=O)c3ccc4c(c3)OCO4)O[C@H]2CO)cc1
  BioA inh = -0.6

CC(=O)N1[C@@H]2c3cccc(=O)n3C[C@@H]2[C@@H](CO)[C@@H]1C(=O)NC1CCCCC1
  BioA inh = -2.3

COc1ccccc1S(=O)(=O)N[C@@H]1CC[C@@H](CCNC(=O)C2CC2)O[C@@H]1CO
  BioA inh = -2.0

C[C@@H]1CN([C@H](C)CO)C(=O)c2cc(C3=CCCCC3)cnc2O[C@H]1CN(C)C(=O)Nc1ccccc1
  BioA inh = 2.8

COCCNC(=O)C[C@H]1CC[C@H]2[C@@H](COC[C@H](O)CN2S(=O)(=O)c2ccccc2C)O1
  BioA inh = 0.1

C/C=C/c1cnc2c(c1)C(=O)N([C@H](C)CO)C[C@@H](C)[C@H](CN(C)S(=O)(=O)c1ccccc1)O2
  BioA inh = 3.0

Brought forward from above: four entries, then new ones.
COc1ccccc1S(=O)(=O)N[C@@H]1CC[C@@H](CCNC(=O)C2CC2)O[C@@H]1CO
  BioA inh = -2.0

C[C@@H]1CN([C@H](C)CO)C(=O)c2cc(C3=CCCCC3)cnc2O[C@H]1CN(C)C(=O)Nc1ccccc1
  BioA inh = 2.8

COCCNC(=O)C[C@H]1CC[C@H]2[C@@H](COC[C@H](O)CN2S(=O)(=O)c2ccccc2C)O1
  BioA inh = 0.1

C/C=C/c1cnc2c(c1)C(=O)N([C@H](C)CO)C[C@@H](C)[C@H](CN(C)S(=O)(=O)c1ccccc1)O2
  BioA inh = 3.0

O=C(c1ccccn1)N1C[C@H]2[C@@H](c3ccccc31)[C@H](CO)N2C(=O)Nc1ccccc1
  BioA inh = -3.1

C[C@@H]1CN([C@@H](C)CO)C(=O)c2cc(-c3ccccc3)cnc2O[C@H]1CN(C)Cc1ccc(C(=O)O)cc1
  BioA inh = 1.1

CN1[C@@H]2c3ccc(C4=CCCCC4)c(=O)n3C[C@H]1[C@H](CO)[C@H]2C(=O)NCc1cccc(F)c1
  BioA inh = 0.8

COc1ccc(CN2C[C@@H](O)COC[C@H]3O[C@H](CC(=O)NCCN4CCCC4)CC[C@@H]32)cc1
  BioA inh = -0.2

CNC[C@@H]1Oc2cc(-c3ccc(C)cc3)ccc2S(=O)(=O)N([C@@H](C)CO)C[C@H]1C
  BioA inh = 1.2

CO[C@H]1CN(C)C(=O)c2cc(NC(=O)C3CCCC3)ccc2OC[C@@H](C)N(C)C[C@@H]1C
  BioA inh = -0.9

Cc1ccc(S(=O)(=O)N(C)C[C@H]2Oc3c(NC(=O)c4nc5ccccc5s4)cccc3C(=O)N([C@@H](C)CO)C[C@H]2C)cc1
  BioA inh = -1.6

C/C=C/c1cnc2c(c1)C(=O)N([C@@H](C)CO)C[C@H](C)[C@H](CN(C)C(=O)NC1CCCCC1)O2
  BioA inh = -4.2

CN1C(=O)c2cc(NC(=O)Nc3ccccc3)ccc2OC[C@H]2O[C@@H](CC(=O)NC3CCC3)CC[C@H]21
  BioA inh = 3.1

Cc1ccc(S(=O)(=O)Nc2ccc3c(c2)C(=O)N([C@@H](C)CO)C[C@@H](C)[C@@H](CN(C)C(=O)Nc2cccc4ccccc24)OCCCC[C@H](C)O3)cc1
  BioA inh = -1.6

C[C@H](CO)N1C[C@H](C)[C@H](CN(C)C)Oc2cc(-c3cccnc3)ccc2S1(=O)=O
  BioA inh = 0.1

C[C@@H]1CCCCO[C@@H](CN(C)C(=O)Nc2cccc3ccccc23)[C@H](C)CN([C@@H](C)CO)C(=O)c2cc(NC(=O)CCCN(C)C)ccc2O1
  BioA inh = -0.4

C[C@@H]1CN([C@H](C)CO)S(=O)(=O)c2ccc(-c3ccccc3)cc2O[C@H]1CN(C)Cc1cccnc1
  BioA inh = 6.6

CCCNC(=O)N1C[C@@H](O)COC[C@@H]2O[C@H](CC(=O)N3CCOCC3)CC[C@H]21
  BioA inh = 2.4

C[C@@H](NC(=O)[C@H]1[C@H](CO)[C@H]2Cn3c(cccc3=O)[C@H]2N1C(=O)C1CC1)c1ccccc1
  BioA inh = 1.5

O=C(c1cccc(F)c1)N1CCCCN2[C@H](C1)[C@H](c1ccc(C#CC3(O)CCCC3)cc1)[C@@H]2CO
  BioA inh = -2.4

CCNC(=O)C[C@H]1C=C[C@H](NS(=O)(=O)c2ccc(F)cc2)[C@H](CO)O1
  BioA inh = -0.9

C[C@@H]1CN([C@H](C)CO)C(=O)Cc2cc(NC(=O)CCN3CCOCC3)ccc2O[C@@H]1CN(C)CC1CCCCC1
  BioA inh = 3.6

CCNC(=O)[C@@H]1[C@@H](CO)[C@@H]2Cn3c(ccc(-c4cccnc4)c3=O)[C@H]1N2Cc1ccccc1
  BioA inh = 0.2

C[C@@H]1CN([C@H](C)CO)C(=O)c2cc(C#CCN(C)C)cnc2O[C@@H]1CN(C)Cc1cccc(F)c1
  BioA inh = -1.5

COc1ccc(S(=O)(=O)Nc2ccc3c(c2)C(=O)N([C@H](C)CO)C[C@@H](C)[C@@H](CN(C)C(=O)CCCN(C)C)OCCCC[C@@H](C)O3)cc1
  BioA inh = -4.9

C[C@H]1CCCCO[C@H](CN(C)C(=O)CCC(F)(F)F)[C@@H](C)CN([C@@H](C)CO)C(=O)c2cc(NC(=O)Cc3ccccc3)ccc2O1
  BioA inh = 1.3

CCC(=O)N1[C@@H]2Cn3c(ccc(-c4ccccc4F)c3=O)[C@H]1[C@@H](C(=O)NC1CCCC1)[C@@H]2CO
  BioA inh = -0.8

COCC(=O)Nc1ccc2c(c1)[C@H]1C[C@@H](CC(=O)OC)O[C@H](CO)[C@H]1O2
  BioA inh = 0.2

O=C(C[C@@H]1C[C@H]2c3cc(NS(=O)(=O)c4ccccc4)ccc3O[C@H]2[C@H](CO)O1)N1CCCCC1
  BioA inh = 1.5

O=C(c1ccncc1)N1C[C@@H]2[C@H](c3ccccc31)[C@H](CO)N2C(=O)Nc1ccc(F)cc1
  BioA inh = -2.6

CCCNC(=O)[C@H]1[C@H](CO)[C@H]2Cn3c(ccc(/C=C/c4ccccc4)c3=O)[C@@H]1N2C(=O)c1ccccc1
  BioA inh = 1.8

Cc1ccc(S(=O)(=O)N(C)C[C@@H]2OCc3ccccc3-c3ccccc3C(=O)N([C@@H](C)CO)C[C@@H]2C)cc1
  BioA inh = 1.0

O=C(CCN1CCCCC1)N[C@H]1CC[C@@H](CCNS(=O)(=O)c2ccccc2)O[C@@H]1CO
  BioA inh = -0.4

CC=Cc1ccc2n(c1=O)C[C@H]1[C@H](CO)[C@@H](C(=O)OC)[C@@H]2N1C(=O)CC1CC1 (mixture of isomers)
  BioA inh = -1.4

CCC(=O)Nc1ccc2c(c1)C(=O)N(C)C[C@@H](OC)[C@H](C)CN(C(=O)c1ccccc1F)[C@@H](C)CO2
  BioA inh = -2.3

O=C(C[C@@H]1C[C@H]2c3cc(NC(=O)NC4CCCC4)ccc3O[C@H]2[C@@H](CO)O1)NC1CCCC1
  BioA inh = -1.2

CNC[C@H]1Oc2ccc(NC(=O)Cc3cn(C)c4ccccc34)cc2CC(=O)N([C@@H](C)CO)C[C@@H]1C
  BioA inh = 0.5

O=C(Cc1ccncc1)NCC[C@@H]1CC[C@@H](NC(=O)C2CCC2)[C@@H](CO)O1
  BioA inh = -0.4

CC1C=NC(S(=O)(=O)N2CC[C@@H]3[C@H](CO)N(C)c4ccc(-c5ccccc5F)cc4[C@@H]32)=N1 (some centres not stated)
  BioA inh = -0.5

CO[C@H]1CN(C)C(=O)c2ccc(NC(=O)C3CC3)cc2OC[C@H](C)N(C(=O)CN(C)C)C[C@H]1C
  BioA inh = -0.5

CO[C@@H]1CN(C)C(=O)c2ccc(NC(=O)C3CC3)cc2OC[C@@H](C)N(C(=O)c2ccncc2)C[C@@H]1C
  BioA inh = 4.7

C[C@@H]1CN([C@@H](C)CO)C(=O)c2cc(NC(=O)CCC(F)(F)F)ccc2O[C@@H](C)CCCCO[C@@H]1CN(C)Cc1ccc(C(=O)O)cc1
  BioA inh = -1.2

COCCNC(=O)C[C@H]1CC[C@@H]2[C@@H](COc3ccc(NC(=O)Cc4ccccc4)cc3C(=O)N2C)O1
  BioA inh = -0.8

COc1ccc(NC(=O)N[C@H]2CC[C@@H](CCn3cc(C4(O)CCCC4)nn3)O[C@@H]2CO)cc1
  BioA inh = -0.2

CCCNC(=O)Nc1ccc2c(c1)C(=O)N(C)C[C@H](OC)[C@@H](C)CN(C)[C@H](C)CO2
  BioA inh = -1.4

COCC(=O)Nc1ccc2c(c1)C(=O)N(C)[C@@H]1CC[C@@H](CC(=O)NCc3ccccc3F)O[C@H]1CO2
  BioA inh = 11.2

CN1C(=O)c2cc(NC(=O)c3ccc(F)c(F)c3)ccc2OC[C@@H]2O[C@H](CC(=O)N3CCCCC3)CC[C@@H]21
  BioA inh = 2.2

COc1ccc(COC[C@]23NC(=O)N[C@H](c4ccccc4O2)[C@H]3CO)cc1
  BioA inh = 0.1

C[C@H](NC(=O)[C@@H]1[C@@H](CO)[C@@H]2Cn3c(ccc(-c4ccccc4)c3=O)[C@H]1N2C)c1ccccc1
  BioA inh = 2.5

COc1ccc(CN(C)C[C@H]2OCCCC[C@@H](C)Oc3ccc(NC(=O)NC(C)C)cc3C(=O)N([C@H](C)CO)C[C@@H]2C)cc1
  BioA inh = -1.1

CO[C@@H]1CN(C)C(=O)c2ccc(NC(=O)C3CCC3)cc2OC[C@@H](C)N(Cc2cccnc2)C[C@H]1C
  BioA inh = 2.2

CC(C)C#Cc1cnc2c(c1)C(=O)N([C@@H](C)CO)C[C@@H](C)[C@H](CN(C)C(=O)CCN1CCCCC1)O2
  BioA inh = 0.1

CC(C)NC(=O)Nc1cccc2c1O[C@H](CN(C)Cc1ccc(Cl)c(Cl)c1)[C@@H](C)CN([C@H](C)CO)C2=O
  BioA inh = 3.1

C[C@@H]1CN([C@@H](C)CO)C(=O)c2cc(C#Cc3ccccn3)cnc2O[C@H]1CN(C)Cc1cccnc1
  BioA inh = 2.6

C[C@@H]1CCCCO[C@@H](CN(C)Cc2ccc(C(=O)O)cc2)[C@@H](C)CN([C@@H](C)CO)C(=O)c2cc(NS(=O)(=O)c3ccc(Cl)cc3)ccc2O1
  BioA inh = 1.4

COc1ccc(CN(C)C[C@@H]2Oc3ccc(NS(=O)(=O)c4ccc(OC)cc4)cc3CC(=O)N([C@@H](C)CO)C[C@@H]2C)cc1
  BioA inh = 0.8

C[C@H]1CN([C@@H](C)CO)C(=O)c2cc(NS(=O)(=O)c3ccc(F)cc3)ccc2O[C@H]1CN(C)C(=O)Nc1ccc(F)cc1
  BioA inh = -2.1

C[C@@H]1CN([C@@H](C)CO)C(=O)c2cc(NC(=O)Nc3ccccc3)ccc2O[C@@H](C)CCCCO[C@@H]1CN(C)Cc1ccccc1
  BioA inh = -1.0

CO[C@@H](CN(C)C(=O)c1ccccc1F)[C@@H](C)CN([C@@H](C)CO)S(=O)(=O)c1ccc(Cl)cc1
  BioA inh = -0.1

C[C@H]1CN([C@@H](C)CO)C(=O)c2cccc(NS(=O)(=O)c3ccccc3)c2O[C@H]1CN(C)Cc1ccc(C(=O)O)cc1
  BioA inh = -3.7

CC(C)NC(=O)N(C)C[C@H]1Oc2ncc(C#CC3CC3)cc2C(=O)N([C@H](C)CO)C[C@@H]1C
  BioA inh = -1.2

C[C@@H]1CN([C@@H](C)CO)C(=O)CCCn2cc(nn2)CO[C@H]1CN(C)C(=O)Nc1ccccc1F
  BioA inh = -1.1&-0.9

CO[C@H]1CN(C)C(=O)c2ccc(NC(=O)NC(C)C)cc2OC[C@@H](C)N(Cc2ccccn2)C[C@@H]1C
  BioA inh = -1.7

COc1ccc(-c2cnc3c(c2)C(=O)N([C@H](C)CO)C[C@@H](C)[C@H](CN(C)C(=O)NC2CCCC2)O3)cc1
  BioA inh = 4.8

In a second layout: entries from further up
| Molecule | BioA inh |
| --- | --- |
| O=C(C[C@@H]1C[C@H]2c3cc(NS(=O)(=O)c4ccccc4)ccc3O[C@H]2[C@H](CO)O1)N1CCCCC1 | 1.5 |
| O=C(c1cccc(F)c1)N1CCCCN2[C@H](C1)[C@H](c1ccc(C#CC3(O)CCCC3)cc1)[C@@H]2CO | -2.4 |

Next part
Cc1ccccc1-c1cnc2c(c1)C(=O)N([C@H](C)CO)C[C@@H](C)[C@H](CN(C)C(=O)c1ccccc1)O2
  BioA inh = 1.8

CCC(=O)N[C@H]1C=C[C@H](CC(=O)NCc2ccccc2OC)O[C@@H]1CO
  BioA inh = 1.0

C[C@H]1CN([C@@H](C)CO)C(=O)c2cc(NC(=O)CCN3CCOCC3)ccc2O[C@H]1CN(C)C
  BioA inh = -2.4

CC(C)NC(=O)N(C)C[C@@H]1OCCCC[C@@H](C)Oc2ccc(NC(=O)C3CCCCC3)cc2C(=O)N([C@@H](C)CO)C[C@@H]1C
  BioA inh = 0.0

C[C@H]1CCCCO[C@@H](CN(C)Cc2ccncc2)[C@@H](C)CN([C@@H](C)CO)C(=O)c2cc(NS(=O)(=O)c3cn(C)cn3)ccc2O1
  BioA inh = -1.0

Cc1ccc(S(=O)(=O)N2CC[C@@H]3[C@@H](CO)Nc4ccc(-c5cccc(C(=O)N(C)C)c5)cc4[C@@H]32)cc1
  BioA inh = 33.0

C[C@H](CO)N1C[C@H](C)[C@@H](CN(C)C(=O)c2cccc(F)c2)Oc2cc(-c3cccc(F)c3)ccc2S1(=O)=O
  BioA inh = 5.0

C[C@@H]1CN([C@H](C)CO)C(=O)Cc2cc(NC(=O)Nc3ccc4c(c3)OCO4)ccc2O[C@H]1CN(C)Cc1ccc(Oc2ccccc2)cc1
  BioA inh = 6.4

COc1ccccc1-c1cn(CC[C@H]2CC[C@H](NC(=O)CCN3CCCCC3)[C@@H](CO)O2)nn1
  BioA inh = 4.5

CNC[C@@H]1Oc2ccc(NC(=O)Cc3ccccc3)cc2C(=O)N([C@@H](C)CO)C[C@@H]1C
  BioA inh = 0.4
